Source: PubChem BioAssay (NCI)
NCI-60 one-dose screen, 48 h, at 10 µM unless noted. Numbers give growth in % (100 = growth as untreated, 0 = no growth, -100 = all killed).
U251: U251 CNS tumor cells; actives 5.4% (n = 80,000); AID 1794753
HCC-2998: HCC-2998 colon cancer; actives 4.7% (n = 79,000)
SF-268: SF-268 CNS cancer cells | actives 3.1% (n = 82,000)
SF-295: SF-295 CNS cancer cells; actives 5.6% (n = 79,000)
SNB-19: SNB-19 CNS cancer cells | actives 2.5% (n = 81,000) | AID 1794751
SNB-75: SNB-75 CNS cancer; AID 1794750; actives 5% (n = 79,000)
SF-539: SF-539 CNS cancer | actives 6.8% (n = 81,000)
PC-3: PC-3 prostate cancer cells; AID 1794754; actives 3.9% (n = 80,000)
* = called active by the depositor; . = not tested or not shown; & = joins results of further samples. How the source made its calls: active means growth percent below 10; inactive means the rest.

SMILES	U251	HCC-2998	SF-268	SF-295	SNB-19	SNB-75	SF-539	PC-3
CCN(CC)c1ccc2c(c1)Oc1nc(N)c(C#N)c(N)c1C2Sc1ccc(C)cc1 (stereo not drawn)	-79*	-90*	-53*	-93*	-97*	-82*	-98*	-88*
O=C(NCc1ccco1)Nc1cccc(-c2ccccc2)c1	114	.	102	116	95	93	100	94
CC1(C)N=C(N)N=C(N)N1c1ccc(S(N)(=O)=O)cc1	99	113	96	101	100	71	92	98
COc1ccc(OC)c(C(=O)c2coc3ccc(OC)cc23)c1	95	109	100	.	87	58	88	89
CCOc1ccc2cc(-c3nn(CC4CCN(C)CC4)c4ncnc(N)c34)ccc2c1	43&84	55&102	49&90	50&97	68&93	34&50	17&84	51&86
COc1ccc(Cc2nc3cc(OC)c(OC)cc3c(=O)[nH]2)cc1	78	54	30	65	82	107	100	86
Cc1ccccc1-c1nnc(SCc2nnc(-c3cccc([N+](=O)[O-])c3)o2)o1	101	111	94	105	104	100	101	101
O=C1C(O)=C(c2ccccc2)C(=O)N1c1ccccc1	100	108	101	108	100	89	90	86
CC(=O)Nc1c(C(=O)O)ccc(C)c1OCc1ccccc1	107	102	111	154	105	100	104	96
CC(=O)C(C)CCc1ccccn1 (stereo not drawn)	78	105	105	101	108	103	114	91
CC1(C)Oc2cc3oc(=O)ccc3cc2C[C@@H]1OCCNS(C)(=O)=O	105	109	96	105	98	98	95	101
c1n[nH]cc1-c1nc2ccc3[nH]ncc3c2c2c1CCCC2	30	34	27	29	23	7.6*	11	23
COc1ccc(C=Nc2ccc(N=Nc3ccccc3)cc2)cc1	95	114	89	.	98	81	90	87
C=CCNC(=O)NC(=O)Cc1ccccc1	104	106	111	105	117	96	97	86
COc1ccc(NS(=O)(=O)c2nn(C)c3nc(C)c(Cl)c(C)c23)cc1	88	102	96	98	88	97	96	96
O=C(O)c1ccc(NCc2cn(-c3ccc(C(=O)O)cc3)nc2-c2cc(C(F)(F)F)cc(C(F)(F)F)c2)cc1	95	109	97	99	92	91	80	98
O=C1N(Cc2ccccc2)CC2(Br)COCOC12O (stereo not drawn)	109	103	117	114	106	90	98	102
Cc1nn(-c2ccccc2)c(Oc2ccccn2)c1/C=N\N=c1/sc2ccccc2n1C	68	99	91	107	91	103	98	48
O=C(COc1ccc(/C=C2\Oc3ccccc3C2=O)cc1)c1ccc(Cl)cc1	104	97	106	309	94	103	97	98
C/C(Cc1ccc(Cl)cc1)=C(\c1ccc(OCCN2CCCCCC2)cc1)c1ccc(OC(=O)c2ccccc2)cc1	38	24	37	56	50	77	71	19
CCOC(=O)/C(C#N)=C/c1ccccc1[N+](=O)[O-]	.	110	101	111	102	96	118	93
CCCCCCCCCCCCCOC(=O)c1c(C)[nH]c(/C=C2\N=C(c3ccc[nH]3)C=C2OC)c1C	24	23	34	50	48	21	11	28
CC(C)N(CCOC(=O)c1cc(Br)cc(-c2ccccc2)c1O)C(C)C	98	105	98	92	107	103	99	83
CC(C)=CCC/C(C)=C/CC/C(C)=C/CC[C@]1(C)CCc2c(C)c(OC(=O)NS(=O)(=O)c3ccc(C)cc3)c(C)c(C)c2O1	107	86	94	118	113	92	99	88
O=C(O)c1ccc(-c2nn(-c3ccc(C(F)(F)F)cc3)cc2CNc2ccccc2)cc1	74	107	97	86	87	83	96	86
O=S(=O)(Nc1cccc2ccccc12)c1ccc(-c2cnc(C3CC3)o2)cc1	24	21	56	0.7*	39	.	7.5*	16
COc1cc(Br)cc2cc(C(=O)CSc3nnnn3-c3ccccc3)c(=O)oc12	90	99	105	101	92	99	.	93
O=C1/C(=C/c2cc(F)cc(F)c2)Cc2c(F)ccc(Br)c21	114	114	109	89	97	88	94	100
O=C(O)C/C=C/Br	103	122	110	107	103	94	112	106
COc1ccc(NC(=O)Cn2cnc3c(cc(-c4ccccc4)n3-c3ccncc3)c2=O)cc1	107	100	105	.	107	99	105	103
Cc1ccc2c(N)c(C(=O)c3ccc(Cl)cc3)sc2n1	96	94	32	.	104	47	85	64
CC/C(=C/c1ccccc1)C(=O)O	106	100	103	107	113	112	104	99
Cc1cc(-c2ccccc2)n2nc(NC#N)nc2c1C#N	102	108	143	94	92	.	103	113
Cn1c(=O)c2c(nc(Br)n2CC(=O)N2CCc3ccccc32)n(C)c1=O	100	112	99	110	94	101	96	100
N#C/C(=C\C=C\c1ccccc1)c1nc(-c2ccc(Cl)cc2)cs1	107	95	87	104	94	85	100	104
Cc1nc2ccccc2c(/C=C/c2ccccc2)c1C(=O)/C=C/c1ccc(C(F)(F)F)cc1	-62*	-71*	-6.8*	-74*	-65*	-5.1*	-85*	-28*
O=C(Nc1ccc2c(ccn2C(=O)c2cccc(F)c2)c1)c1ccnnc1	106	103	88	89	99	72	101	100
CC1=CC2c3oc(-c4ccccc4)c(C(=O)c4ccccc4)c3CNC2C=C1 (stereo not drawn)	81	102	98	96	92	80	109	94
COc1cccc2cc(-c3cc(-c4ccc(-c5cc(-c6cc7cccc(OC)c7oc6=O)nc(-c6cc7cccc(OC)c7oc6=O)c5)cc4)cc(-c4cc5cccc(OC)c5oc4=O)n3)c(=O)oc12	108	108	104	115	110	107	107	103
Cc1nn(-c2ccc(F)cc2)c(C)c1N=Nc1ccc(Br)cc1	89	87	89	90	97	94	100	67

An excerpt of these results, bar-delimited:
SMILES | U251 | HCC-2998 | SF-268 | SF-295 | SNB-19 | SNB-75 | SF-539 | PC-3
CC/C(=C/c1ccccc1)C(=O)O | 106 | 100 | 103 | 107 | 113 | 112 | 104 | 99
Cn1c(=O)c2c(nc(Br)n2CC(=O)N2CCc3ccccc32)n(C)c1=O | 100 | 112 | 99 | 110 | 94 | 101 | 96 | 100
CC1=CC2c3oc(-c4ccccc4)c(C(=O)c4ccccc4)c3CNC2C=C1 (stereo not drawn) | 81 | 102 | 98 | 96 | 92 | 80 | 109 | 94
N#C/C(=C\C=C\c1ccccc1)c1nc(-c2ccc(Cl)cc2)cs1 | 107 | 95 | 87 | 104 | 94 | 85 | 100 | 104
Cc1nn(-c2ccc(F)cc2)c(C)c1N=Nc1ccc(Br)cc1 | 89 | 87 | 89 | 90 | 97 | 94 | 100 | 67
Cc1nc2ccccc2c(/C=C/c2ccccc2)c1C(=O)/C=C/c1ccc(C(F)(F)F)cc1 | -62* | -71* | -6.8* | -74* | -65* | -5.1* | -85* | -28*

Only U251, SNB-75 and SF-268, for 7 of the compounds above:
canonical_smiles	U251	SNB-75	SF-268
C/C(Cc1ccc(Cl)cc1)=C(\c1ccc(OCCN2CCCCCC2)cc1)c1ccc(OC(=O)c2ccccc2)cc1	38	77	37
CCOC(=O)/C(C#N)=C/c1ccccc1[N+](=O)[O-]	.	96	101
CCCCCCCCCCCCCOC(=O)c1c(C)[nH]c(/C=C2\N=C(c3ccc[nH]3)C=C2OC)c1C	24	21	34
CC(C)N(CCOC(=O)c1cc(Br)cc(-c2ccccc2)c1O)C(C)C	98	103	98
CC(C)=CCC/C(C)=C/CC/C(C)=C/CC[C@]1(C)CCc2c(C)c(OC(=O)NS(=O)(=O)c3ccc(C)cc3)c(C)c(C)c2O1	107	92	94
O=C(O)c1ccc(-c2nn(-c3ccc(C(F)(F)F)cc3)cc2CNc2ccccc2)cc1	74	83	97
O=S(=O)(Nc1cccc2ccccc12)c1ccc(-c2cnc(C3CC3)o2)cc1	24	.	56

Next section:
SMILES	U251	HCC-2998	SF-268	SF-295	SNB-19	SNB-75	SF-539	PC-3
CCC(CC)COC(=O)c1ccc(C(C)C)cc1	106	107	95	104	100	82	100	90
Cc1cc([N+](=O)[O-])c(=O)[nH]c1C	102	105	97	117	97	92	107	90
CCCCCCCCCCCCCCCCCC	95	118	104	98	104	83	99	98
CC(C)C[C@@H]1N[C@]2(C(=O)Nc3ccccc32)[C@@H](c2ccc(F)cc2)[C@@H]1C(=O)c1ccc(O)cc1	93	99	83	96	93	98	91	57
Brc1ccc2c(c1)-c1ccccc1C1=NCCN12	-11*	13	-2.4*	-51*	16	8.5*	-1.5*	2.1*
O=C(c1ccccc1)c1c(/C=C/c2ccccc2)c2ccccc2[nH]c1=O	90	111	86	96	79	.	99	90
CC(C)=CCC/C(C)=C\C=N\NS(=O)(=O)c1ccc([N+](=O)[O-])cc1	90	108	105	99	97	80	119	94
COc1cc(-c2nnc(SC/C(=N\O)c3ccc(Cl)cc3)o2)cc(OC)c1OC	102	95	110	107	98	105	100	95
COc1cc(-c2nc3cc(N)ccc3o2)cc(OC)c1OC	95	109	100	93	101	87	100	90
O=C(/C=C/c1ccccc1)C1CC1	92	100	102	94	101	95	100	93
CCCCCCCCNC(=O)[C@@H](N)CSCOC(C)=O	102	101	-32*	102	91	-17*	80	76
COc1cc(C2CC(c3c(C)[n+]([O-])c4ccc(F)cc4[n+]3[O-])=NN2)cc(OC)c1OC (stereo not drawn)	97	103	101	97	112	92	106	87
O=C(O)c1cc(-c2ccc(Cl)c(Cl)c2)nc2cc3ccccc3cc12	.	106	109	98	105	74	96	68
C=CCOC(=O)/C=C(/CC(=O)OCC=C)C(=O)OCC=C	.	107	114	87	92	104	92	92
CC(C)(C)c1cc(/N=C/c2cccnc2)n(-c2ccccc2)n1	101	128	108	133	95	102	88	.
CC(=O)C1=C(C)NC(C)=C(C(C)=O)C1C	95	107	120	97	121	100	110	88
CCn1c(-c2cc3ccc2CCc2ccc(cc2)CC3)n[nH]c1=S	97	116	95	103	98	87	102	91
Cc1cc(C)c2c(c1)N1OC(C2)C[C@H]1c1cccc2ccccc12 (stereo partly drawn)	91	85	99	108	95	69	104	.
COc1ccc(-c2cc3c4c(nc5ccccc5c4c2)CC(c2cc(OC)c(OC)c(OC)c2)O3)cc1 (stereo not drawn)	55	43	44	42	40	-30*	-16*	52
COc1ccc(NC(=O)CSc2nc3ccc(Cl)cc3c(=O)n2-c2ccccc2C(F)(F)F)c(OC)c1OC	58	99	67	61	68	-17*	67	75
CCOC(=O)/C=C1\S/C(=N\Nc2cc(=O)[nH]c3cccc(C)c23)N(c2ccccc2)C1=O	92	119	100	103	91	78	97	79
CC(C)n1c(=S)[nH]c2ccccc2c1=O	99	101	90	105	108	113	108	97
COc1cc(OC)cc(C(N)=O)c1	97	105	102	93	101	88	101	96
FC(F)(F)Oc1cccc(C2=CN=C3SC(Cc4cccnc4)=NC23)c1 (stereo not drawn)	65	106	68	67	67	92	76	53
c1cc(-c2nc3ccc4[nH]ncc4c3c3c2CCCC3)[nH]n1	66	79	71	67	65	60	54	57
COc1ccc(C2=NN(C=O)C(c3ccc(Oc4nc5c(c(=O)n(C)c(=O)n5C)n4C)c(OC)c3)C2)cc1 (stereo not drawn)	90	82	58	75	69	94	110	78
O=C(/C=C/c1ccco1)c1ccccc1O	109	84	99	110	102	108	98	96
COc1cc(-c2noc(C[C@@H](NC(=O)OCc3ccccc3)C(C)C)n2)cc(OC)c1OC	98	103	97	105	90	76	102	97
NS(=O)(=O)c1cn(-c2ncnc3nc[nH]c23)ccc1=O	102	107	93	49	97	75	105	96
CCCCc1ccc(-c2nc3c(c(C)nc4c3nnn4-c3cc(OC)c(OC)c(OC)c3)c(=O)o2)cc1	106	114	101	100	100	96	95	97
C#CCOc1ccc(C2=NN(C)C3N=C(Cl)c4ncn(C)c4N23)cc1OCC#C (stereo not drawn)	99	104	105	94	103	98	90	91
CSc1nnnn1-c1ccccc1	107	102	109	104	103	94	.	99
COc1cc2cn3c4ccc(O)cc4[nH]c(=O)c3c2cc1OC	12	13	18	-11*	31	.	5.3*	66
O=C1Nc2ccc(F)cc2/C1=C\c1c(-c2ccccc2)nc2ccccn12	83	93	80	57	75	62	73	68
OCC(O)COc1ccccc1 (stereo not drawn)	96	108	117	.	104	97	100	111
